Bioassay records deposited in PubChem BioAssay by National Center for Advancing Translational Sciences (NCATS).
Pin1 inhibitor = human Pin1 inhibition; Q13526; Pin1 FP peptide displacement, HiFluor488, 10 min; Potency, µM (doses to about 115 µM), for the others: at the highest dose activity, negative = inhibition, most hits filed as inhibitors; 0.009% of 390,000 active; AID 504891; active = well fitted inhibition curve with a large enough effect in the polarisation, with a control signal flat, not every such curve was filed as active; inconclusive = small, poorly fitted or top-dose-only effect, or effect the other way, or a change in a side signal; inactive = no such curve, though single readings can be large or run the other way; the % refers to the polarisation; note: potency is the fitted concentration of half-maximal effect; % is set by controls: 0 for no effect and ±100 for the full control effect
Target sequence (Q13526 whole entry, looked up): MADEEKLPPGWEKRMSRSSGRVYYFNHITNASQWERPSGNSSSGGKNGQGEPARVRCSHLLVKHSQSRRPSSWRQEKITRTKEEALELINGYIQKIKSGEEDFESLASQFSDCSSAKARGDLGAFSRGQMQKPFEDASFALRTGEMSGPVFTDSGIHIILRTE
GLS inh = inhibitors of human glutaminase (GLS) | O94925 | GLS enzymatic activity, qHTS titration | Potency, µM (titrated, usually from 45.5 µM), for inactives: top-dose activity change, negative = inhibition, usual class: inhibitors | 0.21% of 410,000 active; note: potency is the fitted concentration of half-maximal effect; % is set by controls: 0 for no effect and ±100 for the full control effect
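Compounds were pin-transferred onto hKGA, after which L-glutamine (1 mM solution) and a detection mix of glutamate oxidase, HRP and Amplex Red were added. Initial and 30 min RT fluorescence reads were collected.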
Pol eta inh = inhibitors of human DNA polymerase eta; Q9Y253; recombinant Pol eta, fluorescent DNA replication assay; Potency, µM (doses to about 114 µM), for the others: at the top dose activity change, negative = inhibition, actives largely listed as inhibitors; 1.2% of 390,000 active; AID 588591; note: potency is the fitted concentration of half-maximal effect; % is set by controls: 0 for no effect and ±100 for the full control effect
Target sequence (Q9Y253 whole entry, looked up): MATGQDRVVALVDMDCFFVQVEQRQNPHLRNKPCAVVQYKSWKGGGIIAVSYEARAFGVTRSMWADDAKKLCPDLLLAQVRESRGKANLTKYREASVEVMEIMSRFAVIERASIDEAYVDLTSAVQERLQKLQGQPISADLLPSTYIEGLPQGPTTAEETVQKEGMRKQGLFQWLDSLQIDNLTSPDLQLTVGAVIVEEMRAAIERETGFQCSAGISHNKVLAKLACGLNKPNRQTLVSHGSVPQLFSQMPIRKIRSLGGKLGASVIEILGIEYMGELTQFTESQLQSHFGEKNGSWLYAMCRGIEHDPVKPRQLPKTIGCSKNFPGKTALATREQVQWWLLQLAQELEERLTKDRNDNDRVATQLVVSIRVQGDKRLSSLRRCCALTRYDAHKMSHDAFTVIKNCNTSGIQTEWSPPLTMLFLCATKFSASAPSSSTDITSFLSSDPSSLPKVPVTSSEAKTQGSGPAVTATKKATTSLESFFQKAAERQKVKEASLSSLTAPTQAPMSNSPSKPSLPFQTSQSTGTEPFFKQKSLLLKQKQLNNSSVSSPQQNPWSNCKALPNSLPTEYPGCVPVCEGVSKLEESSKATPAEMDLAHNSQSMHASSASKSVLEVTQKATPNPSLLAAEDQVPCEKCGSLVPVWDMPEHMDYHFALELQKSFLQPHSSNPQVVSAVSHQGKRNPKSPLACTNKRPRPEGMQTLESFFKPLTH
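Pol eta (10 nM) was preincubated with compounds for 15 min at room temperature, after which fluorescent replication substrate (50 nM final) was added to start the reaction. Fluorescence was read kinetically at 0 and 10 min.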
G9a block = inhibitors of human histone lysine methyltransferase G9a. Q96KQ7. G9a H3K9 monomethylation, AlphaScreen, 2 h. Potency, µM (top dose mostly 102 µM), for the others: at the highest dose activity, negative = inhibition, usual class: inhibitors. 8.8% of 350,000 active. AID 504332; note: potency is the fitted concentration of half-maximal effect; % is set by controls: 0 for no effect and ±100 for the full control effect; nearly all actives have a fitted effect of over 75% in size
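Compounds were preincubated with 20 nM G9a for 15 min, after which biotinylated H3K9 peptide (500 nM) and SAM (20 uM) started a 2 h room-temperature reaction. Monomethylated product was quantified by antibody-based AlphaScreen chemiluminescence.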
JMJD2A Tudor inh = JMJD2A Tudor domain (human) inhibition; O75164; AlphaScreen JMJD2A-Tudor / H3K4me3 peptide binding; Potency, µM (titrated, usually from 114 µM), for the others: at the top dose activity change, negative = inhibition, actives largely listed as inhibitors; AID 504339; 4.4% of 390,000 active; note: potency is the fitted concentration of half-maximal effect; % is set by controls: 0 for no effect and ±100 for the full control effect; nearly all actives have a fitted effect of over 50% in size
Tb PGK inh = inhibitors of T. brucei phosphoglycerate kinase. AID 602233. PGK/GAPDH coupled, Kinase-Glo luminescence, 60 min. 0.043% of 380,000 active. Potency, µM (doses to about 57.5 µM), inactives show at the highest dose activity change, negative = inhibition, actives largely listed as inhibitors; note: potency is the fitted concentration of half-maximal effect; % is set by controls: 0 for no effect and ±100 for the full control effect; nearly all actives have a fitted effect of over 60% in size
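Luminescent ATP detection (Kinase-Glo Plus) follows a 60-minute room-temperature incubation, with wells lacking PGK as controls. Buffer: 100 mM TEA (pH 7.6), 5 mM MgCl2, 0.01% Tween-20. Coupling enzyme GAPDH (100 nM final) supplies unstable 1,3-BPG in-well.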
BAZ2B block = blocks human BAZ2B; AlphaScreen BAZ2B-H3K14Ac peptide displacement; Q9UIF8; Potency, µM (doses to about 114 µM), without a hit: at the top dose activity change, negative = inhibition, most hits filed as inhibitors; AID 504333; 4.4% of 360,000 active; note: potency is the fitted concentration of half-maximal effect; % is set by controls: 0 for no effect and ±100 for the full control effect; nearly all actives have a fitted effect of over 60% in size
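In this displacement format the biotinylated H3(5-23) peptide acetylated at Lys14 serves as ligand at 50 nM, with BAZ2B at 50 nM in PBS pH 7.4 containing 0.01% Tween-20. Donor and acceptor beads are 10 ug/mL final.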
HP1b binding inh = blocks HP1-beta chromodomain binding to methylated histone tails; P83916; AlphaScreen HP1-beta / biotin-H3K9me3 peptide binding; 0.56% of 390,000 active; Potency, µM (doses to about 114 µM), for inactives: at the highest dose activity change, negative = inhibition, usual class: inhibitors; note: potency is the fitted concentration of half-maximal effect; nearly all actives have a fitted effect of over 70% in size; inactives centre near 23
Target sequence (P83916 whole entry, looked up): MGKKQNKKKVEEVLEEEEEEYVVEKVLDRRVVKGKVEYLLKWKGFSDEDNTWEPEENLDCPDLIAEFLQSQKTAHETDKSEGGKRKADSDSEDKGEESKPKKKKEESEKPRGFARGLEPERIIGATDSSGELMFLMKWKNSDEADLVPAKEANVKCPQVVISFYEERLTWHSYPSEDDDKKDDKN
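HP1-beta protein (50 nM final) preincubated 30 min at room temperature with biotinylated H3(1-18)K9me3 peptide (50 nM) in PBS pH 7.4, 0.01% Tween-20, then compound added for 30 min. AlphaScreen streptavidin donor/nickel chelate acceptor beads (10 ug/mL final), 30 min dark, luminescence read.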
PI4K2A block = inhibitors of human PI4K2A; activity change, negative = inhibition, % at 76.9 µM; 0.13% of 420,000 active; AID 1346378; purified PI4K2A, ADP-Glo luminescence, 1 h; active compounds read low; Q9BTU6; in the data active = activity change below about -50%; inconclusive = mostly about -30% to -49%;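 note: -100% = wells without enzyme as full effect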
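In this quantitative HTS, ADP production by PI4K2A was quantified luminescently after 1 h at ambient temperature; 100 microM adenosine served as plate-quality control.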
* hit, by the source's call; & = joins results of further samples; [ ] = dose if it differs, or a comment. Unless noted, calls come from the whole dose curve; as a rule, active = well fitted curve in the direction sought with a large enough effect; inconclusive = small, poorly fitted or top-dose-only effect, or another doubt; inactive = no such curve, though single readings can be large; an effect the other way counts as inactive or inconclusive. Only part of the results is shown; count on the stated rates, not on these rows.

`NC(=O)CN1C(=O)C(=O)N(Cc2ccccc2)C1=O` gave Pin1 inhibitor 1%, GLS inh -10%, Pol eta inh -9%, G9a block -26%, JMJD2A Tudor inh 4%, Tb PGK inh inactive, BAZ2B block -35%, HP1b binding inh 39% and PI4K2A block 3.
Screening Cc1ccc(SCC(=O)OCC(=O)NCCC2=CCCCC2)cc1 returned Pin1 inhibitor -2%, GLS inh -1%, Pol eta inh -26%, G9a block 12%, JMJD2A Tudor inh 32%, Tb PGK inh -1%, BAZ2B block 25%, HP1b binding inh 49%[activator] and PI4K2A block 0.
Nc1cccc(-c2nc3ccc(C(=O)c4ccccc4)cc3[nH]2)c1 was read as Pin1 inhibitor -4%, GLS inh 1%, Pol eta inh -23%, JMJD2A Tudor inh inconclusive, Tb PGK inh -6%, BAZ2B block 50µM*, HP1b binding inh -11% and PI4K2A block -7.
`COc1ccc(NC(=O)Cn2nc(C)c3nn(-c4ccc(Cl)cc4)c(C)c3c2=O)cc1` gave Pin1 inhibitor 9%, GLS inh 6%, Pol eta inh -3%, G9a block 6%[59 µM], JMJD2A Tudor inh 0%, Tb PGK inh -2%, BAZ2B block 2%, HP1b binding inh 30%[57 µM] and PI4K2A block 1.
For CCOc1ccc(CCNC(=O)CCn2nc(C)c3c(C)n(-c4ccccc4)nc3c2=O)cc1 the results were Pin1 inhibitor 0%, GLS inh -5%, Pol eta inh -13%, G9a block -8%, JMJD2A Tudor inh -9%, Tb PGK inh 6%, BAZ2B block -1%, HP1b binding inh 69%[activator] and PI4K2A block -1.
`COC(=O)c1ccccc1NC(=O)C1CC(=O)N(c2ccccc2)C1` (stereo not given) gave Pin1 inhibitor 0%, GLS inh 4%, Pol eta inh -15%, G9a block 7%[12.7 µM], JMJD2A Tudor inh -11%, Tb PGK inh -1%, BAZ2B block 0%, HP1b binding inh 9% and PI4K2A block 6.
`COc1cc(OC)c(NC(=O)CCCn2nc(C)c3sc4ccccc4c3c2=O)cc1Cl` gave Pin1 inhibitor 0%, GLS inh 8%, Pol eta inh -18%, G9a block 14µM*, JMJD2A Tudor inh inconclusive, Tb PGK inh 1%, BAZ2B block inconclusive, HP1b binding inh -14% and PI4K2A block -1.
O=c1cc(-c2cccc(F)c2)oc2ccccc12 was read as Pin1 inhibitor -3%, GLS inh -2%, Pol eta inh -7%, JMJD2A Tudor inh 3%, Tb PGK inh inactive, HP1b binding inh 10%[57 µM] and PI4K2A block 4.
For Cn1c(=O)c2ccccc2n(Cc2ccccc2F)c1=O the results were Pin1 inhibitor -1%, GLS inh -5%, Pol eta inh 4%, G9a block 10%, JMJD2A Tudor inh -11%, Tb PGK inh inactive, BAZ2B block 10%, HP1b binding inh 27% and PI4K2A block 5.
For CC(=O)Nc1ccc(S(=O)(=O)NCC(=O)OCc2ccccc2)cc1 the results were Pin1 inhibitor -23%, GLS inh -2%, Pol eta inh -14%, G9a block -12%, JMJD2A Tudor inh -5%, Tb PGK inh inactive, BAZ2B block 3%, HP1b binding inh 15% and PI4K2A block -5.
CCOC(=O)c1[nH]c2ccc(OC)cc2c1NC(=O)CCN1CCC(C)CC1 was read as Pin1 inhibitor 4%, GLS inh 9%, Pol eta inh -14%, G9a block 4.5µM*, JMJD2A Tudor inh 5%, Tb PGK inh -6%, BAZ2B block -16%, HP1b binding inh 25% and PI4K2A block -12.
`CCCCN(C)C(=O)C1CCN(Cc2cccc(OCc3ccccc3)c2)CC1` gave Pin1 inhibitor -1%, GLS inh 2%, Pol eta inh -17%, G9a block 13µM*, JMJD2A Tudor inh 40µM*, Tb PGK inh inactive, BAZ2B block inconclusive, HP1b binding inh -8% and PI4K2A block -1.
For O=C(N/N=C\c1cc2c(cc1Cl)OCO2)c1ccc(Br)s1 the results were Pin1 inhibitor 4%, GLS inh 9%, Pol eta inh 10%, G9a block -7%, JMJD2A Tudor inh -10%, Tb PGK inh 2%, BAZ2B block -11%, HP1b binding inh 4% and PI4K2A block -15.
`Cc1cc(C(=O)CSc2nnnn2-c2ccc(O)cc2)c(C)n1C` gave Pin1 inhibitor inconclusive, GLS inh 19%, Pol eta inh 6%, G9a block inconclusive, JMJD2A Tudor inh 45µM*, Tb PGK inh inactive, BAZ2B block -10%, HP1b binding inh inconclusive and PI4K2A block -1.
C=C(C)CN(CC)C(=O)CC1C(=O)NCCN1CC(C)(C)C (stereo not given) was read as Pin1 inhibitor -4%, GLS inh 1%, Pol eta inh -11%, G9a block inconclusive, JMJD2A Tudor inh -2%, Tb PGK inh -1%, BAZ2B block -2%, HP1b binding inh 20%[57 µM] and PI4K2A block 2.
N/C(=N\OC(=O)C1CCCCC1)c1ccccn1 was read as Pin1 inhibitor 0%, GLS inh 0%, Pol eta inh -2%, G9a block 0%[0.501 µM], JMJD2A Tudor inh -7%, Tb PGK inh -21%, BAZ2B block -4%, HP1b binding inh 4% and PI4K2A block -5.
`Cc1nnc(Oc2ccc([N+](=O)[O-])cc2)c2ccccc12` gave Pin1 inhibitor 0%, GLS inh -1%, Pol eta inh 2%, G9a block 23%, JMJD2A Tudor inh -8%, Tb PGK inh 2%, BAZ2B block 14%, HP1b binding inh 35%[activator] and PI4K2A block 1.
Screening CC(=O)c1ccccc1NC(=O)COC(=O)/C=C/c1ccc(C)o1 returned Pin1 inhibitor -3%, GLS inh -20%, Pol eta inh -13%, G9a block -42%, JMJD2A Tudor inh -1%, Tb PGK inh -3%, BAZ2B block -33%, HP1b binding inh 24% and PI4K2A block -3.
COc1ccc(S(=O)(=O)N(C)CC(=O)NCCCN2CCOCC2)cc1Cl was read as Pin1 inhibitor -4%, GLS inh -5%, Pol eta inh -11%, G9a block 11%[59 µM], JMJD2A Tudor inh 16%, Tb PGK inh -2%, BAZ2B block -1%, HP1b binding inh -27% and PI4K2A block 3.
Cc1ccc(C(=O)NC(=S)N2CCCCCC2)cc1 was read as Pin1 inhibitor 0%, GLS inh 2%, Pol eta inh -8%, G9a block 27%[2.33 µM], JMJD2A Tudor inh -21%, Tb PGK inh 4%, BAZ2B block -38%, HP1b binding inh 46%[activator] and PI4K2A block 0.
`CCOC(=O)c1cc2c(nc1NC(=S)Nc1ccccc1)CC(C)(C)OC2` gave Pin1 inhibitor -6%, GLS inh -1%, Pol eta inh -12%, G9a block 17%[59 µM], JMJD2A Tudor inh -1%, Tb PGK inh inactive, BAZ2B block 1%, HP1b binding inh 48%[activator] and PI4K2A block -4.
CC1=NC(Nc2nc(C)c3ccccc3n2)=NC(C)(C)C1 was read as Pin1 inhibitor 18%, GLS inh 1%, Pol eta inh -18%, G9a block -18%[59 µM], JMJD2A Tudor inh -30%, Tb PGK inh 5%, BAZ2B block -5%, HP1b binding inh 60%[activator] and PI4K2A block -1.
`CCN(CC)S(=O)(=O)c1ccc(NCC2COc3ccccc3O2)c([N+](=O)[O-])c1` (stereo not given) gave Pin1 inhibitor 22%, GLS inh 5%, Pol eta inh -14%, G9a block inconclusive, JMJD2A Tudor inh inconclusive, Tb PGK inh -4%, BAZ2B block inconclusive, HP1b binding inh inconclusive and PI4K2A block 2.
Screening COc1cc2nc(NCC3CCCO3)n3nc(-c4cccnc4)nc3c2cc1OC (stereo not given) returned Pin1 inhibitor -7%, GLS inh 2%, Pol eta inh -12%, G9a block -14%, JMJD2A Tudor inh -16%, Tb PGK inh inactive, BAZ2B block 0%, HP1b binding inh 14% and PI4K2A block 4.
`COc1ccccc1NC(=O)CN(C)S(=O)(=O)c1ccc(F)cc1` gave Pin1 inhibitor 0%, GLS inh 5%, Pol eta inh -18%, G9a block 4%[12.7 µM], JMJD2A Tudor inh 9%, Tb PGK inh -1%, BAZ2B block 0%, HP1b binding inh 44%[activator] and PI4K2A block 5.
`O=C(Nc1cccc2ccccc12)N(CCO)C1CCS(=O)(=O)C1` (stereo not given) gave Pin1 inhibitor -15%, GLS inh 0%, Pol eta inh 11%, G9a block 18%, JMJD2A Tudor inh -4%, Tb PGK inh -1%, BAZ2B block 5%, HP1b binding inh 97%[activator] and PI4K2A block 1.
CCOc1ccc(CCNC(=O)C(C)n2nc(C)n3c(cc4occc43)c2=O)cc1OCC (stereo not given) was read as Pin1 inhibitor 5%, GLS inh 3%&3%, Pol eta inh 3%&2%, G9a block inconclusive, JMJD2A Tudor inh -2%, Tb PGK inh -9%&7%, BAZ2B block -5%, HP1b binding inh 15%&26% and PI4K2A block 3&0.
For CCCNC(=S)NC1CC2CCCC(C1)N2Cc1ccc(F)cc1 (stereo not given) the results were Pin1 inhibitor -1%, GLS inh 6%, Pol eta inh -7%, G9a block 23%, JMJD2A Tudor inh 6%, Tb PGK inh -4%, BAZ2B block 0%, HP1b binding inh 22% and PI4K2A block -3.
`COc1ccc(/C=C(\C#N)C(=O)OCC(=O)NC2CC2)cc1` gave Pin1 inhibitor 3%, GLS inh 5%, Pol eta inh -6%, G9a block -23%, JMJD2A Tudor inh -6%, Tb PGK inh -2%, BAZ2B block -10%, HP1b binding inh 20% and PI4K2A block -4.
Screening CN1CCN(Cc2nc3cc(NC(=O)COc4ccc([N+](=O)[O-])cc4)ccc3n2C)CC1 returned Pin1 inhibitor -1%, GLS inh -5%, Pol eta inh -2%, G9a block -10%, JMJD2A Tudor inh -6%, Tb PGK inh 10%, BAZ2B block -5%, HP1b binding inh 34%[activator] and PI4K2A block 1.
